Rac1 GTP hydrolysis – MgcRacGAP GTPase-activating activity inhibitors, confirmation, biochemical, ADP Hunter fluorescence. Rac GTPase-activating protein 1 (Homo sapiens). MgcRacGAP-stimulated Rac1 GTP hydrolysis, ADP Hunter fluorescence; higher % means a stronger effect; GST-tagged Rac1 F28L mutant substrate. inhibition, % at 30 µM, or IC50 in µM where a hit was titrated. hit rate 0.6% among 340,000;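 active means first-screen hits whose inhibition reached a set limit at any dose in the follow-up dose series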;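 further: fluorescence reports GDP produced by GAP-driven GTP hydrolysis; strong numbers were not always called active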
GPR55 beta-arrestin – GPR55 agonists via beta-arrestin recruitment, primary screen, imaging, U2OS cells, beta-arrestin-GFP redistribution (AID 1961) | activation, % at 10 µM; hits with a dose series show EC50 in µM | hit rate 0.048% among 290,000 | U2OS GPR55 beta-arrestin-GFP redistribution imaging; higher % means a stronger effect | G-protein coupled receptor 55 (Homo sapiens);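 active means activation above 40% with more than 50 cells counted in the well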;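 further: U2OS osteosarcoma cells stably expressing GPR55 and beta-arrestin-GFP; plate controls were DMSO negative control for no effect and LPI positive control for full effect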
HIV peptide binding – inhibitors of HIV fusion peptide binding, primary screen, biochemical, uHTS, fluorescence dequenching (AID 1986) | one-dose inhibition, % at 20 µM; IC50 in µM for titrated hits | cell-free peptide binding, fluorescence dequenching, 30 min; higher % means a stronger effect | hit rate 0.3% among 290,000; in the data active means inhibition mostly above about 52%, no sharp cut-off; inactive means mostly below about 76%; further: some results filed as inactive read as strong as hits
SV40 large T antigen – SV40 large T antigen inhibitors, biochemical (AID 1903). SV40 large T antigen ATPase/helicase inhibition assay; higher % means a stronger effect. inhibition, % at 20 µM, or IC50 in µM where a hit was titrated. hit rate 0.39% among 310,000; in the data active means a potency from the dose series; further: strong numbers were not always called active
KOR beta-arrestin-1 – KOR antagonists, beta-arrestin recruitment, cell-based, luminescence, uHTS (AID 1778); Kappa-type opioid receptor (Homo sapiens); KOR beta-arrestin recruitment, luminescence, antagonist mode; higher % means a stronger effect; inhibition, % at 10 µM; hits with a dose series show IC50 in µM; hit rate 0.091% among 290,000; further: strong numbers were not always called active
KOR beta-arrestin-2 – KOR agonists, beta-arrestin recruitment, primary screen, cell-based, luminescence, uHTS (AID 1777); Kappa-type opioid receptor (Homo sapiens); activation, % at 10 µM; hits with a dose series show EC50 in µM; KOR beta-arrestin recruitment, luminescence; higher % means a stronger effect; hit rate 0.02% among 280,000; in the data active means activation above about 50%, passing the limit was not always enough; further: a part of the inactive calls stands beside numbers as strong as those of hits
NOD2 inhibition – NOD2 signaling inhibitors, cell-based, luminescence, uHTS, HEK293 (AID 1566); HEK293 NOD2/NF-kB luciferase reporter, luminescence; higher % means a stronger effect; inhibition, % at 4 µM; hits with a dose series show EC50 in µM; hit rate 0.63% among 290,000; further: many of its hits are not listed in these tables
GPR55 antagonists – GPR55 antagonists blocking LPI-driven arrestin recruitment, primary screen, imaging, U2OS, beta-arrestin-GFP, LPI agonist (AID 2013); one-dose inhibition, % at 10 µM; IC50 in µM for titrated hits; U2OS GPR55 beta-arrestin-GFP translocation imaging, LPI antagonism; higher % means a stronger effect; hit rate 0.13% among 290,000;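 active means spots per cell inhibited over 60%, with over 100 cells counted and total cytoplasm intensity under 500,000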;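 further: U2OS cells stably carrying GPR55 and arrestin-GFP stimulated by 5 µM LPI near EC80; imaged beta-arrestin-GFP aggregate spots per cell after agonist stimulation; plate controls were LPI-stimulated DMSO wells for no effect and DMSO wells without LPI for full effect; some results filed as inactive read as strong as hits; confirmed hits need IC50 under 10 µM and bright autofluorescent wells are also inconclusive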
NOD1 inhibition – NOD1 signaling inhibitors, primary screen, cell-based, luminescence, uHTS (AID 1578). NOD1-driven NF-kB luciferase reporter cells, luminescence; higher % means a stronger effect. inhibition, % at 4 µM; hits with a dose series show EC50 in µM. hit rate 1% among 290,000; in the data active means inhibition mostly above about 36%, no sharp cut-off; inactive means mostly below about 34%;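 further: HEK-293T reporter cells stimulated with the NOD1 agonist gamma-tri-DAP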
The depositor's hits bear a star; / = not tested or not shown; [ ] = remark or other dose. Unless noted, no stated cut-off is given here; in the data, active means inhibition above about 50%; inactive means the rest. Only part of the results is shown. The share of hits here may be higher or lower than overall.

SMILES	Rac1 GTP hydrolysis	GPR55 beta-arrestin	HIV peptide binding	SV40 large T antigen	KOR beta-arrestin-1	KOR beta-arrestin-2	NOD2 inhibition	GPR55 antagonists	NOD1 inhibition
CCN(CC)CC#CCC(O)(c1ccccc1)c1ccccc1	3.9%	-0.1%	1.4%	22.2%	-64.8%[20 µM]	/	7.6%	-16.9%	-21.8%
COc1cccc(N2CCN(CC(=O)C34CC5CC(CC(C5)C3)C4)CC2)c1	13.0%	0.0%	1.7%	11.9%	-7.3%	-6.3%	5.9%	-12.4%	10.1%
C=CCC1c2cccc(C(=O)O)c2C(=O)N1c1cccc(C)c1 (configuration not stated)	7.8%	-0.1%	5.6%	5.9%	-2.3%	1.0%	-18.2%	-1.8%	-17.6%
Cc1ccc(CN=C(Nc2ccccc2)NC2CCCCC2)cc1	2.5%	-0.3%	-1.3%	12.4%	7.0%	-6.3%	4.6%	7.8%	-53.0%
COc1ccc(C2(O)CCN(C(=O)c3c(F)cccc3F)CC2)cc1	0.8%	0.3%	0.2%	24.2%	0.0%	-4.9%	-0.6%	7.9%	-13.6%
CN1CCN(C(=O)c2cc3nc(-c4ccc(Cl)cc4)cc(C(F)(F)F)n3n2)CC1	9.4%	-0.1%	-1.9%	11.9%	16.0%	4.4%	26.4%	-5.8%	3.2%
CCN(CCn1cccn1)Cc1nc(-c2ccccc2)no1	1.0%	0.1%	2.2%	12.8%	-11.3%	4.5%	16.3%	2.6%	-26.6%
O=C(CN1CCN(c2ccccn2)CC1)Nc1ccccc1	-4.1%	0.6%	-2.1%	9.3%	-31.9%	5.9%	-15.6%	-10.4%	23.6%
CN(C)CCCO/N=C(\c1ccccc1)c1ccncc1	24.4%	-0.3%	0.3%	0.8%	-23.1%	4.0%	12.9%	-1.5%	15.7%
CCOC(=O)C1CCCN(c2nnnn2-c2ccccc2)C1 (configuration not stated)	5.8%	0.2%	-1.7%	2.4%	-40.7%	-7.5%	12.0%	-8.8%	12.0%
O=c1[nH]n2c(=O)c3c([nH]c2c1N=Nc1cccc(Cl)c1)CCC3	15.2%	-0.1%	-2.3%	11.4%	-30.0%	0.8%	10.6%	10.3%	16.3%
COc1ccc(O)c(-c2cc(-c3cccc(Br)c3)n[nH]2)c1	10.7%	0.1%	4.3%	4.0%	-16.9%	6.1%	-95.9%	-1.1%	-28.9%

Some of the entries above, reformatted:
| compound | Rac1 GTP hydrolysis | GPR55 beta-arrestin | HIV peptide binding | SV40 large T antigen | KOR beta-arrestin-1 | KOR beta-arrestin-2 | NOD2 inhibition | GPR55 antagonists | NOD1 inhibition |
| --- | --- | --- | --- | --- | --- | --- | --- | --- | --- |
| COc1ccc(C2(O)CCN(C(=O)c3c(F)cccc3F)CC2)cc1 | 0.8% | 0.3% | 0.2% | 24.2% | 0.0% | -4.9% | -0.6% | 7.9% | -13.6% |
| CN1CCN(C(=O)c2cc3nc(-c4ccc(Cl)cc4)cc(C(F)(F)F)n3n2)CC1 | 9.4% | -0.1% | -1.9% | 11.9% | 16.0% | 4.4% | 26.4% | -5.8% | 3.2% |

Next section:
SMILES	Rac1 GTP hydrolysis	GPR55 beta-arrestin	HIV peptide binding	SV40 large T antigen	KOR beta-arrestin-1	KOR beta-arrestin-2	NOD2 inhibition	GPR55 antagonists	NOD1 inhibition
COc1ccc(C2(C)NC(=O)N(CC(=O)c3ccc4c(c3)OCO4)C2=O)cc1 (configuration not stated)	7.8%	-0.1%	1.8%	14.0%	-17.7%	0.9%	0.3%	11.1%	-26.4%
CC1=C(C(=O)Nc2ccc(C)cc2)C(c2ccco2)NC(=O)N1 (configuration not stated)	8.3%	-0.4%	-2.0%	20.3%	-17.3%	-6.4%	18.5%	3.7%	-18.6%
O=C1C(Cl)=C(NC2CCCCC2)C(=O)N1Cc1ccccc1	2.4%	0.5%	-1.8%	3.7%	-34.7%	9.2%	-9.1%	-0.3%	-11.2%
O=c1[nH]c2sc3c(c2c2nncn12)CCCC3	15.8%	-0.4%	5.2%	6.5%	-4.2%	6.4%	24.5%	-3.9%	-23.4%
CCOc1c(C(N)=O)cc([N+](=O)[O-])cc1[N+](=O)[O-]	12.7%	-0.1%	1.8%	7.6%	23.9%	3.4%	21.7%	9.5%	-15.4%
C=CCn1c(SCC#N)nc2ccccc2c1=O	4.9%	0.4%	0.2%	14.8%	-26.2%	3.0%	-0.8%	-5.5%	-11.7%
Cc1ccc(NC(=O)CN(C)C(=O)c2cccc(Br)c2)cc1	4.3%	-0.1%	-0.7%	6.0%	-31.3%	6.9%	-11.7%	8.5%	-11.4%
CCc1ccccc1SCc1noc(C(=O)NCC2CCCO2)c1C(=O)O (configuration not stated)	-4.8%	-0.1%	6.0%	13.0%	-25.7%	1.8%	-10.6%	-12.5%	-4.9%
COC(=O)C1=C(Nc2ccc(C)cc2)C=C(C)C(C(=O)OC)C1c1ccc(F)cc1 (configuration not stated)	7.3%	-0.2%	1.4%	2.6%	-7.8%	-6.9%	9.9%	-2.8%	-28.5%
Clc1ccc2nc(CSc3ncn[nH]3)cn2c1	5.9%	-0.1%	-0.1%	11.8%	-30.7%[20 µM]	-8.7%	3.4%	2.4%	-30.7%
Brc1ccccc1/C=N/N1CCCCC1	9.4%	-0.1%	-0.2%	16.4%	-18.7%	0.8%	-12.9%	5.7%	-9.3%
CC(C)C(NC(=O)OCc1ccccc1)C(=O)OCC(=O)N1C(C)CCCC1C (configuration not stated)	0.5%	-0.1%	-1.9%	-3.6%	-0.9%	3.7%	-3.2%	2.0%	3.3%
CC(C)(C)c1[nH]nc2c1C(Cc1ccccc1)C(C#N)=C(N)O2 (configuration not stated)	1.7%	-0.1%	-1.0%	20.7%	15.0%	-2.9%	-2.4%	29.2%	-6.4%
O=c1cc(CSc2nnc(COc3ccccc3)o2)c2ccccc2[nH]1	10.7%	-0.1%	0.3%	-4.6%	-18.5%	-1.9%	10.4%	7.0%	-16.3%
COc1ccc(C/C(C)=N\NC(=O)c2cn(C)c3ccccc23)cc1OC	1.8%	-0.2%	0.1%	12.3%	12.5%	-2.4%	11.0%	1.1%	-8.7%
CCCOc1ccc(-c2c(C(=O)N/N=C/c3cccs3)nnn2-c2nonc2N)cc1	12.1%	-0.2%	4.2%	19.3%	-19.5%	-4.7%	11.4%	7.2%	-5.6%
CC(=O)Nc1ccc2c(c1)OCCO2	-7.1%	-0.1%	0.8%	2.9%	3.5%	-0.6%	18.4%	18.0%	19.7%
O=C(NCCOc1ccc2ccccc2c1)c1cncc(Br)c1	4.0%	-0.2%	-0.6%	11.8%	-6.9%	4.6%	0.4%	-9.2%	-4.6%
Cc1ccn(CCC(=O)N2c3ccccc3CC2C)n1 (configuration not stated)	10.2%	-0.1%	-0.3%	11.6%	-16.9%	-6.1%	8.8%	8.2%	-16.5%
COc1ccc(N2CCN(CC(=O)NCc3ccccc3)CC2)cc1	18.9%	0.2%	-2.9%	25.4%	-14.8%[20 µM]	-6.7%	-7.3%	5.6%	12.3%
Cn1c(Cn2c(=O)sc3ccccc32)nnc1SCC(=O)N1CCc2ccccc21	7.2%	-0.1%	-0.8%	6.3%	43.4%	2.0%	14.5%	14.1%	-23.7%
COC(=O)c1cc2sccc2n1CC(=O)N(C)c1ccccc1	1.6%	-0.1%	0.1%	4.8%	-32.8%	-5.0%	-8.7%	9.0%	-58.2%
CCN(C(=O)CSc1ncn[nH]1)c1cccc2ccccc12	24.4%	0.2%	-3.8%	10.8%	-48.1%	-4.6%	14.9%	13.8%	10.7%
COc1ccc(/C=C/C(=O)NC(=S)N2CCN(c3ccccn3)CC2)cc1	/	0.3%	0.0%	17.8%	25.0%	0.2%	-0.5%	-12.9%	-1.8%
Cc1ccn2c(NC(=O)c3ccccc3)c(-c3cccs3)nc2c1	7.0%	0.3%	-0.8%	14.8%	33.9%	-2.0%	14.5%	-13.7%	9.2%
CCc1ccccc1NC(=S)N1CCCCCC1	5.5%	-0.1%	-0.5%	13.6%	-0.4%	-3.2%	-7.5%	11.9%	-10.4%
Cc1nnsc1SCCNC(=O)Nc1ccc(Cl)cc1	8.0%	0.4%	-0.4%	10.2%	-11.9%	-1.5%	-33.8%	8.3%	-25.1%
Fc1ccc2c(c1)C(c1ccncc1)=NNC(c1ccc(Br)cc1)=N2	0.6%	0.0%	-3.4%	18.3%	2.0%	0.1%	0.4%	4.5%	-0.9%
CC1CCCN(C(=O)CCCNC(=O)c2ccc(Cl)cc2)C1 (configuration not stated)	4.8%	-0.1%	2.1%	9.0%	19.9%	3.0%	5.8%	8.7%	-6.3%
Cc1ccc(S(=O)(=O)N(C)c2ccc(C(=O)NCC(c3cccs3)N3CCOCC3)cc2)cc1 (configuration not stated)	4.6%	-0.2%	8.7%	11.5%	3.2%	5.1%	14.6%	11.7%	-55.2%
COc1ccc(/C=N/NC(=O)c2nnn(-c3nonc3N)c2CN(C)c2ccccc2)cc1	9.4%	0.3%	0.5%	-6.1%	-40.7%	6.9%	7.9%	-5.2%	-23.8%
CS(=O)(=O)N(CC(=O)Nc1ccc(F)c(F)c1)c1cccc([N+](=O)[O-])c1	9.0%	-0.3%	1.2%	9.6%	32.0%	-4.4%	16.2%	1.7%	3.7%
O=C(O)COc1ccc(Br)cc1C(c1c(C(=O)O)[nH]c2ccccc12)c1c(C(=O)O)[nH]c2ccccc12	10.0%	-0.1%	5.76µM*	-13.2%	-70.8%[20 µM]	/	-2.8%	-18.3%	-18.7%
CCc1cccc(OC2OC(CO)C(O)C(O)C2NC(C)=O)c1 (configuration not stated)	-2.6%	-0.1%	-0.1%	6.1%	14.1%	-0.8%	-2.8%	-6.2%	-30.7%
O=C(Nc1ccc(C2CCCCC2)cc1)C1CCN(c2ncccn2)CC1	2.4%	-0.1%	-2.7%	/	-11.0%	-0.7%	6.0%	1.8%	-4.4%
CCOC(=O)N/N=C/c1cn(Cc2ccc(F)cc2)c2ccccc12	9.1%	-0.1%	-0.5%	11.7%	3.4%	-0.2%	-17.6%	3.8%	-11.5%
CCN1CCN(S(=O)(=O)Cc2ccccc2Cl)CC1	5.4%	-0.1%	-0.3%	1.3%	-39.7%	-0.4%	-0.1%	4.9%	-21.7%
CC1C(C(=O)Nc2ccccc2)CCCC1(C)C(=O)O (configuration not stated)	5.2%	-0.1%	0.1%	1.7%	-2.3%	-0.9%	18.0%	-10.6%	18.5%
CCOC(=O)C(C)Sc1nnc2n1C(C)(C)Cc1ccccc1-2 (configuration not stated)	-2.5%	-0.5%	0.5%	4.0%	27.4%	-3.8%	-2.9%	1.1%	-19.2%
Cn1ccc(C(=O)OCC(=O)c2ccccc2)n1	1.9%	-0.2%	-1.1%	1.2%	-13.2%	2.6%	-26.2%	12.9%	-42.6%
CCCCNC(=S)Nc1ccc2cn[nH]c2c1	7.3%	0.0%	2.1%	10.2%	-17.0%	-4.2%	12.7%	10.2%	-20.8%
COc1ccc(C(=O)/C=C/c2ccc3c(c2)OCCO3)cc1	9.8%	-0.2%	1.9%	11.2%	1.0%	0.4%	-0.3%	17.8%	3.2%

Bioassay records: PubChem, several laboratories
